EphA4 KYL inhibition – EphA4 ligand-binding antagonists – biochemical, colorimetric, mouse EphA4, primary screen (AID 689). EphA4-AP binding to KYL peptide, pNPP A405; higher % means a stronger effect. inhibition, % at 10 µM, or IC50 in µM where a hit was titrated. actives 0.1% (n = 62,000); in the data active = a potency from the dose series; inactive = the rest, 99 in 100 with inhibition below about 22%
An asterisk follows results filed as active. The list is partial. The share of hits here may be higher or lower than overall.

SMILES	EphA4 KYL inhibition
Cc1ccc(N2C(=O)CC(NCc3ccc4c(c3)OCO4)C2=O)cc1Cl (stereo unspecified)	-8.6%
CCN(CC)C(=O)c1c(-c2ccccc2)oc2ccc(O)cc12	3.8%
Cc1ccc(-c2nc(=S)c3c(n2Cc2ccco2)CC(C)(C)OC3)cc1	11.4%
O=C(Cn1cnc2scc(-c3ccc(F)cc3)c2c1=O)N1CCOCC1	-15.2%
C=CCN1C(=O)/C(=C\c2ccc(OC(=O)c3ccc([N+](=O)[O-])cc3)c(OC)c2)SC1=S	2.1%
Cc1cc(C)cc(NC(=O)CN2C(=O)NC(C)(c3ccccc3)C2=O)c1 (stereo unspecified)	-23.5%
CCOC(=O)c1c(NC(=O)c2ccc(Cl)c([N+](=O)[O-])c2)sc(C(=O)Nc2cc(C(F)(F)F)ccc2Cl)c1C	-1.8%
CN1CCN(CC(=O)Nc2nc(-c3ccccc3)cs2)CC1	3.1%
CCCc1nc(SCc2ccccn2)c2c(=O)n(C)c(=O)n(C)c2n1	-7.0%
COc1ccc(OC)c(C(=O)c2coc3ccc(O)cc23)c1	-10.1%
Cc1ncsc1C(=O)N1N=C2/C(=C/c3ccc(N4CCOCC4)cc3)CCCC2C1c1ccc(N2CCOCC2)cc1 (stereo unspecified)	-5.6%
COc1cc2c(C(=O)N3CCN(c4ccccc4)CC3)c(C)oc2cc1Br	0.9%

Next part, starting with the last three of the part before.
SMILES	EphA4 KYL inhibition
COc1ccc(OC)c(C(=O)c2coc3ccc(O)cc23)c1	-10.1%
Cc1ncsc1C(=O)N1N=C2/C(=C/c3ccc(N4CCOCC4)cc3)CCCC2C1c1ccc(N2CCOCC2)cc1 (stereo unspecified)	-5.6%
COc1cc2c(C(=O)N3CCN(c4ccccc4)CC3)c(C)oc2cc1Br	0.9%
Cc1nc(CSc2ccc(Cl)cc2)cc(N2CCOCC2)n1	-2.7%
O=C(Nc1cccc(C(F)(F)F)c1)c1cnn2c(C(F)(F)F)cc(-c3cccs3)nc12	-1.3%
COc1ccc(NC(=O)CN2CCN(S(=O)(=O)c3ccc(Cl)cc3)CC2)cc1Cl	5.3%
O=S(=O)(Nc1ccc(F)cc1)c1ccc(NC(=S)Nc2ccccc2)cc1	-11.3%
COc1ccc(NC(=O)COC(=O)c2ccc(OCc3c(C)noc3C)cc2)cc1OC	-4.5%
O=C(/C=C/Nc1cccc(C(F)(F)F)c1)C(F)(F)F	3.6%
Cc1ccnc(SCCn2c(N3CCN(c4ccccc4)CC3)nc3c2c(=O)[nH]c(=O)n3C)n1	-7.7%
O=C(CCc1ccc(S(=O)(=O)N2CCOCC2)cc1)N1CCN(Cc2ccc3c(c2)OCO3)CC1	-21.2%
COc1ccc(NC(=S)NC(NC(=O)Cc2ccccc2)C(Cl)(Cl)Cl)cc1OC (stereo unspecified)	0.7%
Nc1cc(C2CCCC2)nn1-c1ccccc1	0.8%
Cc1c(Cl)cccc1N=Cc1ccc([N+](=O)[O-])s1	-7.6%
O=C(NCCNC(=O)c1cc(OCC(F)(F)F)ccc1OCC(F)(F)F)Nc1ccc(OC(F)(F)F)cc1	-13.4%

Reprinted from the entries so far (5 entries):
SMILES	EphA4 KYL inhibition
Cc1nc(CSc2ccc(Cl)cc2)cc(N2CCOCC2)n1	-2.7%
O=C(Nc1cccc(C(F)(F)F)c1)c1cnn2c(C(F)(F)F)cc(-c3cccs3)nc12	-1.3%
COc1ccc(NC(=O)CN2CCN(S(=O)(=O)c3ccc(Cl)cc3)CC2)cc1Cl	5.3%
O=S(=O)(Nc1ccc(F)cc1)c1ccc(NC(=S)Nc2ccccc2)cc1	-11.3%
COc1ccc(NC(=O)COC(=O)c2ccc(OCc3c(C)noc3C)cc2)cc1OC	-4.5%

7 records drawn at random from those above, as already listed:
SMILES	EphA4 KYL inhibition
COc1ccc(NC(=O)COC(=O)c2ccc(OCc3c(C)noc3C)cc2)cc1OC	-4.5%
O=S(=O)(Nc1ccc(F)cc1)c1ccc(NC(=S)Nc2ccccc2)cc1	-11.3%
COc1ccc(NC(=S)NC(NC(=O)Cc2ccccc2)C(Cl)(Cl)Cl)cc1OC (stereo unspecified)	0.7%
O=C(CCc1ccc(S(=O)(=O)N2CCOCC2)cc1)N1CCN(Cc2ccc3c(c2)OCO3)CC1	-21.2%
Nc1cc(C2CCCC2)nn1-c1ccccc1	0.8%
Cc1c(Cl)cccc1N=Cc1ccc([N+](=O)[O-])s1	-7.6%
Cc1nc(CSc2ccc(Cl)cc2)cc(N2CCOCC2)n1	-2.7%

Further records:
SMILES	EphA4 KYL inhibition
COC(=O)c1oc2ccccc2c1-n1cccc1	-4.7%
CC(=O)Nc1ccc(NC(=O)c2ccc(C(F)(F)F)cc2)cc1	6.4%
O=S(=O)(CCSc1ccc(Cl)cc1)OCC(F)(F)F	2.7%
COC(=O)C1=C(N)Oc2cc(C)n(CC3CCCO3)c(=O)c2C1c1ccccc1OC (stereo unspecified)	-17.0%
CCOC(=O)c1c(NC(=O)Cn2cc([N+](=O)[O-])cn2)sc2c1CCC2	-4.2%
Cc1nnc2n(C3CCCCC3)c(=O)c3c4c(sc3n12)CCC4	2.7%
O=S(=O)(NC1CCCCC1)c1ccc(Br)cc1	-2.9%
C=CCN(CC=C)C(=S)NC(=O)c1ccc(-c2ccccc2)cc1	-10.0%
COC(=O)CN(c1ccc(OC)cc1)S(=O)(=O)c1ccc(NC(C)=O)cc1	-5.7%
CC(=O)Nc1ccc(S(=O)(=O)Nc2nc3ccc(C)cc3s2)cc1	-12.9%
CCCc1ccc(-c2ccc(F)c(N)c2)nc1	-15.1%
CC1CCCCN1CCNc1nc(=S)[nH]c2ccccc12 (stereo unspecified)	-4.2%
CCN1CCc2c(C#N)c(NCc3ccccc3)nc(N(CC)CC)c2C1	-0.6%
CC(=O)Nc1ccc(NC(=O)Oc2ccccc2)cc1	-5.5%
Cc1cc(Br)c(S(=O)(=O)NCCN2CCOCC2)cc1C	-3.5%
CCOc1ccc2nc(NCCNC(=O)CC)c(C#N)cc2c1	-12.0%
O=C(Cc1ccc(-n2c(=S)[nH]c3ccccc3c2=O)cc1)N1CCN(c2ccccc2)CC1	-14.6%
CSc1nc(Oc2ccc(C)cc2)cc(C(F)(F)F)n1	0.1%
CC(C)c1ccc(N(C(=O)C(F)(F)F)C(C(=O)NC2CCCCC2)c2ccncc2)cc1 (stereo unspecified)	-7.6%
Nc1nonc1C(=Nc1ccccc1)NO	-17.3%
Cc1ccc(NC(=O)COc2ccccc2Cl)c(C(=O)O)c1	-2.7%
Cc1ccc(Cc2nc(-c3ccccn3)no2)cc1	-12.1%
Cc1ccc(COc2ccsc2-c2n[nH]c(=S)n2C)cc1	-1.5%
Nn1cnnc1SCC(=O)Nc1ccc(C2CCCCC2)cc1	6.2%
COc1cc2c(cc1OC)C(c1ccc3c(c1)OCO3)CC(=O)N2 (stereo unspecified)	-7.6%
O=C(O)Cc1ccc2[nH]c3ccc(CC(=O)O)cc3c2c1	3.4%
CCOC(=O)Cc1csc(NC(=O)COc2ccc3ccccc3c2)n1	-8.7%
CCOC(=O)c1c(-c2ccc(OC)cc2)csc1NC(=O)c1cccc([N+](=O)[O-])c1	7.4%
O=CN1CCN(C2CC(=O)N(c3ccc(Br)cc3)C2=O)CC1 (stereo unspecified)	-7.3%
CCOc1cc(CN2CCN(C(=O)CC(C)C)CC2)ccc1OC	-10.6%
c1ccc(CCNc2c3c(nc4ncnn24)CCC3)cc1	-9.3%
Cc1nc(NC(=O)c2ccccc2)sc1-c1csc(NCCc2ccccc2)n1	1.4%
CC(C)CC(=O)Nc1ccc(C(=O)COc2ccc(-c3nnco3)cc2)cc1	-4.0%
Cc1cc(NC(=O)CSc2ccc3nnc(-c4ccc(Cl)cc4)n3n2)no1	-0.5%
Cc1cccc(NC(=O)N[C@@H](C)C(=O)O)c1	1.4%
CCOC(=O)CN(C(=O)CSc1nnc(CNc2ccc(F)cc2)o1)c1ccccc1	3.6%
COCCCn1c(SCc2nnc(-c3ccccc3)o2)nc2sc3c(c2c1=O)CCC3	-9.7%
CCN(CC)c1ccc(N2C(=O)/C(=C\c3cccnc3)SC2=S)cc1	-10.2%
Cc1ccccc1C(=O)c1c[nH]c(C(=O)NCCCn2ccnc2)c1	-4.1%
O=C(NCCNc1ccc(Cl)cc1[N+](=O)[O-])c1ccccc1Br	-9.0%
CCOc1nc(CC)nc(NC(=O)NS(=O)(=O)c2ccccc2Cl)n1	-2.6%
CCOc1ccccc1NC(=O)CSc1ccccc1	2.7%
O=C(c1cc2ccccc2o1)n1nnc2ccccc21	-5.1%
COc1ccc(OC)c(NC(=O)c2ccc(N(C)S(=O)(=O)c3ccccc3)cc2)c1	6.2%
COc1cc(C=C2C(=O)NC(=O)NC2=O)ccc1OCCC(C)C	0.2%
COc1ccc(/C=N/NC(=O)c2ccn[nH]2)cc1COc1ccc(F)cc1	-8.4%
O=c1oc(-c2ccco2)nc2cc(Cl)ccc12	8.0%
O=C(Cc1ccc(S(=O)(=O)N2CCOCC2)s1)Nc1ccc2c(c1)CCC2	-3.0%
O=C1CC(c2ccco2)Cc2nc(NCC3CCCO3)ncc21 (stereo unspecified)	0.8%
COc1cc2nc(SCc3ccc(F)cc3)n(Cc3cccs3)c(=N)c2cc1OC	-8.3%
FC1(F)C2C3OC(C4C5C=CC(O5)C34)C2C1(F)F (stereo unspecified)	-6.0%
Cc1cc(N)c(NC2=CC(=O)CC(C)(C)C2)cc1C	6.5%
CN1CC=C2C(C#N)=C(N)C(C#N)(C#N)[C@H](c3ccoc3)[C@H]2C1	-7.4%
COc1ccc(/C(O)=C2/C(=O)C(=O)N(CCCN(C)C)C2c2ccc(C)o2)cc1Cl (stereo unspecified)	2.0%
CCOC(=O)C1=C(C)N=c2s/c(=C\c3ccc4c(c3)OCO4)c(=O)n2C1c1ccc(OC)c(Br)c1 (stereo unspecified)	4.6%
Cc1ccc(-c2nnc(SCC(=O)Nc3ccc4c(c3)oc3ccccc34)n2C)c(Cl)c1	-7.8%
CCc1ccccc1N(CC(=O)OC)S(C)(=O)=O	0.8%
Cc1ccc(C(=O)Nc2nc(=O)n(C)s2)cc1	-15.9%
Cn1c2ccccc2c2c(C(=O)O)cn(C3CCCC3)c(=O)c21	1.3%
CCOC(=O)c1c(C)n(C)c2ccc(OC)c(NS(=O)(=O)c3ccc(Cl)s3)c12	-14.0%

Some of the entries so far, as labelled records.
CN1CC=C2C(C#N)=C(N)C(C#N)(C#N)[C@H](c3ccoc3)[C@H]2C1
  EphA4 KYL inhibition: -7.4%
COc1ccc(/C(O)=C2/C(=O)C(=O)N(CCCN(C)C)C2c2ccc(C)o2)cc1Cl (stereo unspecified)
  EphA4 KYL inhibition: 2.0%
CCOC(=O)C1=C(C)N=c2s/c(=C\c3ccc4c(c3)OCO4)c(=O)n2C1c1ccc(OC)c(Br)c1 (stereo unspecified)
  EphA4 KYL inhibition: 4.6%
Cc1ccc(-c2nnc(SCC(=O)Nc3ccc4c(c3)oc3ccccc34)n2C)c(Cl)c1
  EphA4 KYL inhibition: -7.8%

Going on with the list:
SMILES	EphA4 KYL inhibition
O=c1c2ccccc2sn1-c1cc(S(=O)(=O)N2CCOCC2)ccc1N1CCOCC1	0.8%
CN(C)C(CNC(=O)C1CCCN(C(=O)c2ccc(Cl)cc2)C1)c1ccco1 (stereo unspecified)	-0.7%
CC(c1ccccc1)N1CC(C(=O)NC2CCCC2)CC1=O (stereo unspecified)	-8.9%
COc1ccc(N(CC(=O)NCCSc2ccccn2)S(=O)(=O)c2ccccc2)c(OC)c1	-3.3%
COc1cccc(/C=N/NC(=O)CO/N=C(\C)c2cccs2)c1OC	-9.9%
O=C(O)C1CCCCC1C(=O)Nc1cc(Cl)ccc1Cl (stereo unspecified)	6.7%
C=CCn1c(NC(=O)c2ccc(Cl)cc2)nc2ccccc21	-6.1%
Cc1cc(C(C)(C)C)oc1C(=O)Nc1ccc(CC(=O)O)cc1	-8.2%
Cc1ccc(S(=O)(=O)NC2=NCN(CCN3CCOCC3)CN2)cc1	-18.0%
CCCC1C2CN(C(C)C)CC=C2C(C#N)=C(N)C1(C#N)C#N (stereo unspecified)	-14.0%
COc1cccc(CN(C(=O)c2ccco2)C(C(=O)NC2CCCC2)c2cccnc2)c1 (stereo unspecified)	-8.4%
CSc1ccccc1NC(=O)c1cc(-c2cccs2)on1	-5.0%
Cc1noc(C)c1S(=O)(=O)N1CCC(C(=O)NCCN2CCC(C)CC2)CC1	-7.1%
CCOC(=O)C1CCN(C(=O)CC(NS(=O)(=O)c2ccc(OC)cc2)C(C)C)CC1 (stereo unspecified)	0.2%
CCOc1cc(CNCc2ccncc2)cc(Br)c1OCc1ccccc1F	-0.1%
COc1ccc(Cl)cc1C(=O)N(Cc1ccccc1)C(C)C	5.8%
Cc1ccc(/C(O)=C2\C(=O)C(=O)N(CCN(C)C)C2c2ccccc2F)cc1 (stereo unspecified)	-13.3%
